From PubChem
GAA glycogen mod = GAA glycogen-cleavage inhibition or activation | recombinant GAA, glycogen substrate, Amplex Red glucose oxidase fluorescence | Potency, µM (top dose mostly 76.4 µM), without a hit: top-dose activity change, negative = inhibition, hits mostly inhibitors | P10253 | 300,000 tested, 0.38% active;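 note: 0% = full enzyme reaction and -100% = no-enzyme basal signal; the screen sought inhibitors and activators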
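Recombinant enzyme (4 nM final) with compounds titrated up to 77 uM and bovine liver glycogen (30 ug) in citrate pH 5.0, 0.01% Tween-20, 37 C 40 min. Released glucose detected by Amplex Red/glucose oxidase (Ex 573/Em 610); AC50 from Hill fits.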
IMPase Li inh = cell-permeable IMPase inhibitors with lithium potentiation; Potency, µM (doses to about 59.4 µM), for inactives: at the highest dose activity, negative = IMPase inhibition, hits mostly inhibitors; AID 1457; CHO-M1 cells, IP1 TR-FRET (IP-One), carbachol + lithium; 210,000 tested, 0.35% active;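 note: IP1 builds up when IMPase is blocked and the TR-FRET signal falls; plate controls were basal vehicle for no effect and high inhibitor control for full effect; nearly all actives have a fitted effect of over 50% in size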
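Lithium-sensitised IP1 accumulation assay; M1-expressing CHO cells treated 30 min at 37C with compound. Competitive antibody detection by time-resolved FRET followed a 10 min room-temperature lysis step.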
GoLoco inh red = RGS12 GoLoco-Gai1 interaction inhibition. 230,000 tested, 0.44% active. Potency, µM (highest dose often 61.6 µM), without a hit: top-dose activity, negative = inhibition, usual class: inhibitors. Gai1:RGS12 GoLoco peptide FP, rhodamine, 10 min; active = well fitted inhibition curve with a large enough effect, not every such curve was filed as active; inactive = no such curve, though single readings can be large or run the other way; note: % is set by controls: 0 for no effect and ±100 for the full control effect; nearly all actives have a fitted effect of over 30% in size; many of its hits are not listed in these tables
Target sequence (P63096 whole entry, looked up): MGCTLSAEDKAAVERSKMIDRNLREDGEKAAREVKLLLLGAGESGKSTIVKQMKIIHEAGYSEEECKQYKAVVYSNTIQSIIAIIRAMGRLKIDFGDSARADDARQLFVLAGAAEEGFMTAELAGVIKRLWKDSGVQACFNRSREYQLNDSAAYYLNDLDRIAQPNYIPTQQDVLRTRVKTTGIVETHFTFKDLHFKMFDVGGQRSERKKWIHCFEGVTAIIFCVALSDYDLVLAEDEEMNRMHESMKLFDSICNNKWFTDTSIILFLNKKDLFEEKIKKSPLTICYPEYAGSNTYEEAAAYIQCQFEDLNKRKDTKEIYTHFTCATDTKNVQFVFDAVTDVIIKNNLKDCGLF
GAA spleen mod = lysosomal alpha-glucosidase (human) modulation; P10253; human spleen homogenate, 4-MU-alpha-glucoside fluorescence; Potency, µM (doses to about 79.9 µM), without a hit: at the top dose activity change, negative = inhibition, most hits filed as inhibitors; 240,000 tested, 0.006% active; AID 2112;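 note: 0% = enzyme with vehicle and -100% = no enzyme basal signal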
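Human spleen homogenate (1 ug) incubated with compounds and 1 mM 4-methylumbelliferyl-alpha-D-glucopyranoside in pH 5.0 citrate/phosphate buffer, 37 C, 40 min. Stopped at pH 10; 4-MU fluorescence (Ex 365/Em 440 nm); AC50 by Hill fit.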
HTT ATP protect = protects HTT-Q103 PC12 cells, measured by ATP; Potency, µM (top dose mostly 56.4 µM), for the others: cytoprotection (ATP increase), most hits filed as activators; 230,000 tested, 0.14% active; PC12 HTT-Q103 induced, cytoprotection, ATP luminescence, 40 h; AID 1471;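 note: % of control where 0% means no effect; nearly all actives have a fitted effect of over 45% in size; toxic huntingtin expression switched on by the ecdysone agonist tebufenozide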
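PC12 cells stably carrying ecdysone-inducible Htt exon 1 (Q103)–GFP were induced with 100 nM tebufenozide (final) alongside library compounds in a dose series. Cytoprotection was scored as retained ATP by ATPlite luminescence.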
HTT aggregate = reduces HttQ103-GFP aggregates in PC12 cells. 220,000 tested, 1.1% active. Potency, µM (highest dose often 46.1 µM), for the others: at the top dose activity change, negative = inhibition, hits mostly inhibitors. PC12 HttQ103-GFP aggregates, Acumen cytometry, 40 h; note: % is set by controls: 0 for no effect and ±100 for the full control effect; nearly all actives have a fitted effect of over 60% in size
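Quantitative HTS on tebufenozide-induced (100 nM) PC12 cells stably expressing polyQ103 Huntingtin exon 1–GFP. Reduction of bright GFP aggregates, detected by laser scanning cytometry after lysis, identified actives across the titration.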
GAA inh = alpha-glucosidase (human) inhibition | purified human GAA, 4-MU-alpha-glucoside fluorescence | Potency, µM (doses to about 76.9 µM), inactives show at the highest dose activity change, negative = inhibition, usual class: inhibitors | P10253 | 200,000 tested, 0.005% active;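 note: plate controls were uninhibited enzyme wells for no effect and no-enzyme background for full effect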
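Read-out is 4-methylumbelliferone fluorescence (Ex 365/Em 440 nm) after NaOH/glycine stop at pH 10. Enzyme 4 nM, substrate 400 uM, pH 5.0 citrate buffer, 20 min room temperature; AC50 from Hill-equation concentration-response.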
* marks the source's active call; other numbers are inactive results; u = inconclusive; x = no result given; & = joins results of further samples; [ ] = another dose, or the depositor's remark. Unless noted, calls come from the whole dose curve; as a rule, active = well fitted curve in the direction sought with a large enough effect; inconclusive = small, poorly fitted or top-dose-only effect, or another doubt; inactive = no such curve, though single readings can be large; an effect the other way counts as inactive or inconclusive. Potency is the fitted concentration of half-maximal effect.

SMILES | GAA glycogen mod | IMPase Li inh | GoLoco inh red | GAA spleen mod | HTT ATP protect | HTT aggregate | GAA inh
COc1ccccc1C1=NOC(C)(c2sc(-c3ccc(Cl)cc3)nc2C)C1 (centres undefined) | -20% | x | 4% | -2% | 6%[10 µM] | -23%[9.22 µM] | x
O=C(c1ccco1)N1CCC(c2nc(-c3ccccc3Cl)no2)CC1 | -3% | 4%[38.3 µM] | -4% | -6% | 11%[10 µM] | u | 4%
COc1ccc(CCN(C)CCC(=O)Nc2c(C)cc(C)cc2C)cc1OC | 1% | 0%[38.3 µM] | -4% | -8% | -24% | 1% | -2%
Cc1ccccc1NC(=O)CSc1nc(O)cc(=O)n1C | -15% | x | 59%[activator] | 0% | -2%[10 µM] | -20%[9.22 µM] | x
Cc1onc(-c2c(Cl)cccc2Cl)c1C(=O)N=C(N)N1CC(C)OC(C)C1 (centres undefined) | 1% | x | 2% | 3% | 2%[10 µM] | 16%[9.22 µM] | x
CC(=O)N1CCN(C(=S)NCc2ccccc2)CC1 | -6% | -5% | 5% | 4% | 14%[10 µM] | -1% | -3%
COC(=O)C1=C(C)N(C)C(=O)NC1c1ccc([N+](=O)[O-])o1 (centres undefined) | -8% | 2% | 3% | -3% | -29% | 2% | -3%
Cc1nc(N2CCOCC2)c2c(C)c(C(=O)Nc3ccc(F)cc3Cl)sc2n1 | -8% | u | -8% | 1% | 17% | -19% | 8%
CC(C)CCNC(=O)c1nnc(Cc2ccc(Cl)cc2)o1 | 2% | -8%[38.3 µM] | -8% | 1% | -22% | -3% | -8%
O=C(Nc1sccc1C(=O)N1CCOCC1)c1cccnc1 | -6% | 6% | -5% | -7% | 12%[0.074 µM] | 3% | -4%
C/C=C/C=C\C(=O)Nc1cccc(C2=NOC3(C2)C[C@@H](C(N)=O)N(C(=O)c2cc([N+](=O)[O-])cc([N+](=O)[O-])c2C)C3)c1 (some centres undefined) | -11% | x | -27% | -1% | -20%[10 µM] | -14%[9.22 µM] | x
COc1ccc(-n2nnnc2/C=C/Nc2cc(C(F)(F)F)ccc2OC)cc1 | -12% | x | 5% | 2% | 11%[10 µM] | 4%[9.22 µM] | x

Arranged by length of the SMILES (falling): part of the list above
SMILES | GAA glycogen mod | IMPase Li inh | GoLoco inh red | GAA spleen mod | HTT ATP protect | HTT aggregate | GAA inh
C/C=C/C=C\C(=O)Nc1cccc(C2=NOC3(C2)C[C@@H](C(N)=O)N(C(=O)c2cc([N+](=O)[O-])cc([N+](=O)[O-])c2C)C3)c1 (some centres undefined) | -11% | x | -27% | -1% | -20%[10 µM] | -14%[9.22 µM] | x
Cc1onc(-c2c(Cl)cccc2Cl)c1C(=O)N=C(N)N1CC(C)OC(C)C1 (centres undefined) | 1% | x | 2% | 3% | 2%[10 µM] | 16%[9.22 µM] | x
Cc1ccccc1NC(=O)CSc1nc(O)cc(=O)n1C | -15% | x | 59%[activator] | 0% | -2%[10 µM] | -20%[9.22 µM] | x

(list continues)
SMILES | GAA glycogen mod | IMPase Li inh | GoLoco inh red | GAA spleen mod | HTT ATP protect | HTT aggregate | GAA inh
c1ccc(-c2ccccc2OCc2nnc3n2CCC3)cc1 | 4% | 3% | -34% | -8% | -36%[inhibitor] | 20% | 0%
Cc1nc2cccc(C(=O)Oc3ccc([N+](=O)[O-])cc3)c2o1 | -4% | -6% | 3% | -5% | -19% | 11% | -15%
CSc1ccccc1NC(=O)c1ccoc1C | 2% | 8%[38.3 µM] | -6% | -6% | -3%[10 µM] | -20% | -3%
CC(C)=CC(=O)Nc1nnc(-c2ccc(F)cc2)s1 | 2% | -5% | 3% | -2% | -8%[10 µM] | -23% | 0%
CC(C)N(CC#CCC(O)(c1ccccc1)c1ccccc1)CCO | 4% | 19% | -13% | 4% | -2%[10 µM] | 7%[9.22 µM] | 7%
COc1ccc(C(=O)NC(=O)Nc2cc(C)ccn2)cc1 | 3% | x | x | 1% | -100%[inhibitor][10 µM] | u | -3%
Cc1ccc(NC(=O)CN2C(=O)S/C(=C\c3ccc(-c4cccc(C(=O)O)c4C)o3)C2=O)cc1 | -1% | 17%[38.3 µM] | 15% | -12% | 10% | 18% | -4%
Clc1ccccc1Cn1nnc(-c2ccccc2)n1 | 5% | -3% | 1% | 5% | x | x | -6%
CC(C)n1c(-c2ccncc2)n[nH]c1=S | 4% | 3% | -6% | -10% | x | x | 12%
COc1cc(NC(=O)c2cc(-c3cccnc3)nc3ccc(Br)cc23)cc(OC)c1 | 12% | -19% | 27% | 2% | 8%[10 µM] | -7% | 5%
O=C(NC1=NCCS1)c1ccc([N+](=O)[O-])cc1Cl | 1% | 18% | 6% | x | -40%[inhibitor] | -10% | -6%
COc1ccc(NC(=O)c2ccc(NCC3CCCO3)c([N+](=O)[O-])c2)cc1 (centres undefined) | -10% | 12% | 7% | -6% | 33%[10 µM] | 39%[9.22 µM] | 12%
OCC(Cc1ccccc1)Nc1c2ccccc2nc2ccccc12 (centres undefined) | 10% | 9% | -7% | -9% | -7%[1.9 µM] | 6% | 9%
O=C1COc2cccnc2N1 | 0%&-2% | -1%[38.3 µM] | -6%&6% | -7%&-13% | -2%[0.074 µM] | -2% | 7%
CC(C)C(=O)Nc1nnc(SCC(=O)NCC2CCCO2)s1 (centres undefined) | -2% | -2% | 15% | x | -11% | 7% | 2%
CC1Cc2ccccc2N1C(=O)CSc1nnc(-c2ccc(S(=O)(=O)N3CCCCC3)cc2)o1 (centres undefined) | 5% | -5%[38.3 µM] | -17% | -10% | 10%[10 µM] | -1% | -1%
COc1ccc(-c2cn3cccnc3n2)cc1NC(=O)c1cccs1 | -9% | -10% | 3% | -1% | -10%[10 µM] | -4% | 7%
COc1ccccc1CNC(=O)c1ccccc1OCc1ccc(F)cc1 | 2% | 21% | 10% | -6% | u | -25% | -9%
CC(C)(C)c1ccccc1NC(=S)NCc1ccccc1 | u | 2% | -14% | -8% | 4%[10 µM] | 13% | 5%
Cc1ccc(S(=O)(=O)c2nc(NCc3ccc4c(c3)OCO4)sc2Cl)cc1 | 2% | x | x | -4% | -11% | 11% | -5%
Cn1c(=O)n(C)c2cc(NC(=O)COc3ccc(Cl)cc3)ccc21 | 0% | 11% | -1% | 5% | -22% | -5% | -8%
CC12CC3(C)CC(C)(C1)CC(C(N)=O)(C2)C3 | -17% | 9% | 0% | 6% | -2%[10 µM] | 0% | 7%
CC(=O)Nc1ccc(-c2csc(Nc3ccc(S(N)(=O)=O)cc3)n2)cc1 | 20% | -6% | 5% | 6% | x | 19% | 0%
CC1=C(C(=O)OC(C)C)C(c2ccccc2Cl)CC(=O)N1 (centres undefined) | -19% | 24%[38.3 µM] | -8% | -4% | -4%[0.074 µM] | -23% | -12%
CN(C)C(=S)NC(=O)c1cccc(Cl)c1 | -9% | 2% | 1% | 4% | x | -5% | -2%
CCn1cc(C(=O)NCc2ccco2)c(=O)c2cc(S(=O)(=O)N3CCc4ccccc4C3)ccc21 | -6% | 15%[38.3 µM] | 4% | -9% | -51%[inhibitor][0.074 µM] | -11% | -5%
O=C(NCCc1ccccc1)c1c(O)c2cccc3c2n(c1=O)CC3 | -10% | 19%[38.3 µM] | 3% | 3% | -19%[10 µM] | u | -3%
CC(C)(C)NC(=O)CN1C(=O)/C(=C/c2ccccc2)SC1=S | 3% | 21% | 13% | x | 15% | -8% | -11%
CC(=O)N1CCN(c2ccc(Nc3ncnc4c3oc3ccccc34)cc2)CC1 | 0% | 26%[38.3 µM] | -15% | -18% | -68%[inhibitor] | 18µM* | -7%
O=C(NCCCN1CCOCC1)c1c(O)c2cc(Br)cc(Br)c2[nH]c1=O | -7% | 1%[38.3 µM] | -5% | 5% | -19%[0.074 µM] | -2% | 8%
Cc1ccc(Cn2ncc3c(NCCCN4CCOCC4)ncnc32)cc1 | 6% | 31%[activator][38.3 µM] | 8% | 8% | 16%[10 µM] | -31% | -5%
Cc1cccc(-n2c(C)cc(C)c(C#N)c2=O)c1 | -1% | -1% | 0% | -2% | 22%[10 µM] | -2%[9.22 µM] | 10%
O=S1(=O)CCN2C(Cc3ccc(SC(F)F)cc3)=CSC2=N1 | 2% | 3%[38.3 µM] | -1% | 7% | -1% | -18% | 1%
O=S(=O)(c1ccccc1)N1CCC2(CC1)CN(C(c1ccccc1)c1ccccc1)C2 | x | 23% | 9% | -7% | -104%[inhibitor] | x | x
O=C(CSc1ncn[nH]1)Nc1ccc(S(=O)(=O)N2CCCC2)cc1 | 6% | 7%[38.3 µM] | 2% | -4% | 0%[10 µM] | -7% | -1%
O=C(OCc1cc2ccccc2[nH]c1=O)c1ccccn1 | -5% | u | -2% | -1% | 13% | 0% | -7%
Cc1[nH]c2ccccc2c1/C=C/C(=O)c1ccccc1 | -2% | 4% | 32%[activator] | 5% | u | 9% | 5%
O=C(c1ccccc1)N1CCC(c2nc3c(nnn3Cc3ccco3)c(=O)[nH]2)CC1 | -8% | 4%[38.3 µM] | 5% | 3% | -9% | -3% | 1%[15.4 µM]
COc1ccccc1Oc1ccc(Oc2ccccc2OC)cc1 | 3% | 11% | -3% | 8% | 22%[10 µM] | u | -1%
CC(C)CCN1CCN(C2CCN(c3ccccc3)CC2)CC1CCO (centres undefined) | -13% | 10% | 13% | 6% | 2%[10 µM] | -8%[9.22 µM] | -9%
NS(=O)(=O)c1ccc(Cl)c(C(=O)Nc2ccccc2[N+](=O)[O-])c1 | 8% | 2% | 22% | 2% | -5%[10 µM] | -1%[9.22 µM] | 0%
O=C(O)c1cc(N2C(=O)C3C4C=CC(C4)C3C2=O)ccc1N1CCOCC1 (centres undefined) | -5% | -2% | 9% | -16% | 10%[10 µM] | 3%[9.22 µM] | 9%
COCc1nnc(NC(=O)C(C)C)s1 | 3% | 9%[38.3 µM] | 9% | -2% | -20% | -13% | -2%
Nc1ncc(Br)cc1S(=O)(=O)NCCC(=O)N1CCN(c2ccccn2)CC1 | -3% | 23% | 4% | -8% | x | -9% | -2%
CN1CCN(C2=NC(=O)/C(=C/c3ccccc3OS(=O)(=O)c3ccccc3)S2)CC1 | -2% | x | 2% | 5% | 4%[10 µM] | 1%[9.22 µM] | x
COc1ccc(-n2c(=O)c(C)nc3cnc(OC)nc32)cc1 | x | -8% | 124%[activator] | -7% | 5% | x | x
COC(=O)C(Cc1ccccc1)NS(=O)(=O)c1ccccc1Br (centres undefined) | -1% | x | 7% | -11%&0% | -4%[10 µM] | 10%[9.22 µM] | x
Cc1c(-c2ccccc2Cl)nc2ccccc2c1C(=O)O | 9% | x | 5% | -15% | 6%[10 µM] | 3%[9.22 µM] | 0%

Individual results from the list.
COc1ccccc1Oc1ccc(Oc2ccccc2OC)cc1 – HTT ATP protect: 22%[10 µM]
CC(C)CCN1CCN(C2CCN(c3ccccc3)CC2)CC1CCO (centres undefined) – GAA glycogen mod: -13%

Not all compounds are listed; count on the stated rates, not on these rows.
